Screening results deposited in PubChem BioAssay by Johns Hopkins Ion Channel Center.
KCNQ2 block: KCNQ2 potassium channel inhibitors, primary screen, cell-based, CHO-K1, FluxOR thallium flux, B-score (AID 2156); B-score at 10 µM; 1.1% of 310,000 active; Potassium voltage-gated channel subfamily KQT member 2 (Rattus norvegicus), O88943; 20 min; stronger effect = lower value;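 active = fluorescence ratio B-score at most minus 3 library SDs, with starting brightness B-score within 2 library SDs, cut at about -5.5 in these data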
Kir21 inh: inhibitors of mouse Kir2.1 inward-rectifier potassium channel | HEK293-Kir2.1, FluxOR thallium flux fluorescence; stronger effect = lower value | 0.85% of 310,000 active | B-score at 10 µM;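 active = fluorescence ratio B-score at or below minus 3 SD of library scores, with starting-brightness B-score within 2 SD, cut at about -4.2 in these data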;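 note: channel flux triggered by added potassium and thallium sulfate stimulus; B-score of peak minus minimum fluorescence over baseline after thallium stimulus; more negative B-score means stronger Kir2.1 block with less thallium influx; some compounds called inactive have numbers as strong as hits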
Target sequence (P35561 whole entry, looked up): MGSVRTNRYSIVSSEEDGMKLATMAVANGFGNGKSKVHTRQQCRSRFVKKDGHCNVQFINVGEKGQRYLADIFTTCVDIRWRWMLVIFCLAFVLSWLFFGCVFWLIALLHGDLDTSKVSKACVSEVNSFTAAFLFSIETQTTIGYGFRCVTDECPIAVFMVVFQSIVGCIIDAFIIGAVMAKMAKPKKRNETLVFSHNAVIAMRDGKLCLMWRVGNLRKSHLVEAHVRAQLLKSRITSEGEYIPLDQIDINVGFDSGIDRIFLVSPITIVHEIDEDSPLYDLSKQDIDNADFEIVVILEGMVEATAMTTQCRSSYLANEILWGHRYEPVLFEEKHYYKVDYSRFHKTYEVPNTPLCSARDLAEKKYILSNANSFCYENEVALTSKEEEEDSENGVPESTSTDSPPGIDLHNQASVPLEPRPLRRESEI
The depositor's hits bear a star; i = inactive. No enrichment for hits; about 1.8% have a hit in one of these screens.

SMILES	KCNQ2 block	Kir21 inh
CCn1cc(CNCc2cn[nH]c2-c2cc3ccccc3o2)cn1	i	-0.6
COc1ccc(Oc2ccccc2C#N)cc1	i	0.2
COc1c(C(=O)Nc2c(C)n(C)n(-c3ccccc3)c2=O)ccc2ccccc12	i	-0.96
CC(C)c1ccc(/C=N/n2cnnc2)cc1	i	-0.07
COc1ccc2c(c1OC)C(=O)OC2C/C(=N\NC(N)=O)c1ccccc1 (stereo not given)	i	-0.3
COc1cc2c(cc1OC)C(C)N(C(=O)c1nccnc1C(=O)O)CC2 (stereo not given)	i	-0.08
Cc1nnc(SCc2nnc(-c3cccs3)o2)n1Cc1ccccc1	i	0.38
CCO/C(C)=C1\C(=O)Nc2ccccc21	i	-1.2
O=C(COc1ccc(Br)cc1CO)Nc1ccc(F)cc1	i	-0.09
COc1cc(/C=N/NC(=O)c2ccncc2)ccc1OCC(=O)Nc1cccc([N+](=O)[O-])c1	i	0.44
O=c1c2ccccc2nc2n1C(CSCc1ccc(Cl)cc1Cl)CS2 (stereo not given)	i	0.08
CN(C)c1ccc(C(=O)/C=C/c2cccnc2)cc1	i	-0.13
COc1cc(OC)c2c(c1O)OC(c1ccccc1)CC2=O (stereo not given)	i	-1.1
C=CCn1c(NCc2cc(Cl)ccc2O)nc2ccccc21	i	-0.85
Cc1cccc2sc(NC(=O)C3CSC4(C)CCC(=O)N34)nc12 (stereo not given)	i	0.67
Cc1ccc(NC(=O)c2cc(-c3ccco3)on2)cc1C	i	0.73
Cc1cc(C)c(C#N)c(=N)o1	i	-0.37
CCn1c(O)c(N=NC2=NC(=O)CS2)c2cc(C)ccc21	i	0.34
C=C(C)Cn1c(SCCN2CCOCC2)nc2c1c(=O)[nH]c(=O)n2C	i	0.23
Cc1c(Br)c(=O)oc2c(C)c(O)ccc12	i	-0.22
Cc1cccc(NC(=O)c2cccc(S(=O)(=O)N3CCCC3)c2)n1	i	-1.5
COC(=O)c1cc(NS(=O)(=O)c2ccc(N3CCOCC3)c(NC(C)=O)c2)cc(C(=O)OC)c1	i	-0.67
Cc1ccc(CNC(=O)c2coc(=O)c3ccccc23)o1	i	-0.41
C=CCN(C(=O)CNC(=O)c1cccs1)C(C(=O)NC1CCCCC1)c1cccnc1 (stereo not given)	i	-0.3
CCn1c(SCc2ccc(C(=O)Nc3nccs3)cc2)nnc1-c1ccc(N)cc1	i	0.15
Following part:
SMILES	KCNQ2 block	Kir21 inh
Brc1cccc(OCCCCN2CCCCC2)c1	i	0.04
CCOC(OCC)P(=O)(C(C)C)C(C)C	i	-0.97
CC(C)(C)NC(=O)NCCc1ccccc1	i	-0.71
COc1ccc(NC2=CC(c3ccc(F)cc3)N(c3ccc(OC)cc3)C2=O)cc1 (stereo not given)	i	-1.3
Cn1c(SCC(=O)c2ccc3c(c2)OCCO3)nnc1C1CC1	i	0.32
Cc1ccccc1NC(=O)Cc1nc(COC(=O)c2cccc([N+](=O)[O-])c2)cs1	i	1.4
COc1cccc(C(=O)Nc2cccnc2)c1	i	-0.22
CC(C)Cn1c(SCC(=O)N2CCN(S(=O)(=O)c3ccccc3)CC2)nc2ccccc21	i	0.76
CC1CCCC(C)N1C(=O)COC(=O)c1cc(-c2cccs2)nn1-c1ccccc1 (stereo not given)	i	-0.31
CC1=Nc2ccccc2N=C(NC(=O)CSC(=S)N2CCCCC2)C1c1ccccc1 (stereo not given)	i	-0.59
CC(NC(=O)CN(C)Cc1nc2ccccc2c(=O)[nH]1)c1ccccc1 (stereo not given)	i	0.72
COc1ccc(NC(=O)CCCCC(=O)Nc2ccc(OC)cc2)cc1	i	1.2
O=C(COC(=O)c1cc[n+]([O-])cc1)Nc1cc([N+](=O)[O-])ccc1Cl	i	-0.55
CS(=O)(=O)N1CCN(C(=O)c2csc3ccccc23)CC1	i	-0.85
CCCN(CCC)S(=O)(=O)c1ccc(C(=O)N2CCC(=O)c3ccccc32)cc1	i	0
CCN(Cc1cc2ccccc2[nH]c1=O)C(=O)C1CCCCC1	i	-0.17
O=c1[nH]nc(-c2ccc(F)cc2)cc1Cc1ccc(F)cc1	i	-1.3
Clc1cccc2c1Sc1ccccc1CC2N1CCNCC1 (stereo not given)	-7.9*	-9.7*
CC(SC1=NCCN1S(C)(=O)=O)c1ccccc1 (stereo not given)	i	-0.12
N=c1c(C(=O)NC2CCCC2)cc2c(=O)n3ccccc3nc2n1CC1CCCO1 (stereo not given)	i	-1.4
Cc1ccc(S(=O)(=O)N2CCC(C(=O)Nc3ccccc3N3CCCCC3)CC2)cc1	i	-0.31
c1ccc2c(c1)OCC(c1nnc3sc(-c4ccc5c(c4)OCO5)nn13)O2 (stereo not given)	i	0.01
O=C(NCc1ccccn1)c1ccc(Cn2c(=S)[nH]c3ccccc3c2=O)cc1	i	0.39
O=C(c1ccc(S(=O)(=O)N2CCCCC2)cc1)N(c1ccccn1)C1CCCCC1	i	-0.75
COc1ccc(OC)c(CCNC(=O)CS(=O)(=O)Cc2nc(-c3ccccc3Cl)oc2C)c1	i	-0.85

Four entries out of the list, ordered by number of heavy atoms, low to high:
SMILES	KCNQ2 block	Kir21 inh
CCOC(OCC)P(=O)(C(C)C)C(C)C	i	-0.97
O=C(NCc1ccccn1)c1ccc(Cn2c(=S)[nH]c3ccccc3c2=O)cc1	i	0.39
O=C(c1ccc(S(=O)(=O)N2CCCCC2)cc1)N(c1ccccn1)C1CCCCC1	i	-0.75
Cc1ccc(S(=O)(=O)N2CCC(C(=O)Nc3ccccc3N3CCCCC3)CC2)cc1	i	-0.31

Next records.
SMILES	KCNQ2 block	Kir21 inh
CCS(=O)(=O)N1CCC(C(=O)Nc2cc(Cl)ccc2O)CC1	i	1.1
Cc1nc(-c2ccc(C(=O)Nc3cccc(Br)c3)cc2)cs1	i	0.79
O=C(COc1ccc(Cl)cc1)NCc1nnc(SCC(=O)NC2CCCCC2)o1	i	0.15
O=C(CN(c1ccc2c(c1)OCCO2)S(=O)(=O)c1ccccc1)NCC1CCCO1 (stereo not given)	i	0.64
CC1CN(CC(O)COc2ccc(C(=O)c3ccccc3)cc2)CC(C)O1 (stereo not given)	i	-0.09
COc1cc(/C=C/C(=O)O)cc(S(=O)(=O)Nc2ccc(F)cc2)c1OC	i	0.41
COc1ccc(/C(C)=N/Nc2ccc(C(=O)O)cc2)c(OC)c1	i	-1.1
c1ccc2[nH]c(-c3ccc4c(c3)OCO4)nc2c1	i	-0.39
O=C(NCC1CCCN(C(=O)CN2CCCCC2)C1)c1ccccc1Cl (stereo not given)	i	0.28
Cc1cc(C)c(C#N)c(SCC(=O)Nc2ccc(S(=O)(=O)Nc3ncccn3)cc2)n1	i	1.1
CCOc1cc([C@H]2[C@@H]3CCCC[C@]3(O)CCN2CC(=O)NCc2ccco2)ccc1O	i	-0.05
Cc1ccc(C(=O)N2c3ccc(F)cc3CCC2C)o1 (stereo not given)	i	-0.25
O=S(=O)(c1ccccc1)c1nc(-c2ccccc2F)oc1NCc1cccnc1	i	0.52
O=C(O)CSCNC(=O)CC12CC3CC(CC(C3)C1)C2	i	-1.5
CCOC(=O)Cn1c(=O)oc2cc(S(=O)(=O)N3CCCC(C(=O)OCC)C3)ccc21 (stereo not given)	i	-0.31
O=C(Cn1nc(Cl)nc1Cl)c1ccc([N+](=O)[O-])cc1	i	0.52
CCOc1ccc(CCNC(=O)CCS(=O)(=O)c2ccc(Br)cc2)cc1OCC	i	-0.33
CC1CC(O)(CC(O)(c2ccccc2)c2ccccc2)C(C)CN1C (stereo not given)	i	0.96
Cc1ccc(Nc2nc(N)[nH]c(=O)c2N=O)cc1	i	-0.22
Nc1ccc2c(C(F)(F)F)cc(=O)oc2c1	i	0.7
COc1cc(/C=C(/NC(=O)c2ccccc2)C(=O)Nc2ccc(O)cc2)c([N+](=O)[O-])cc1OC	i	-0.37
Nc1c(C(=O)N/N=C/c2cccnc2)oc2nc(-c3ccccc3)cc(-c3ccco3)c12	i	1.2
O=C(CCC1CCCCC1)Nc1ccc(C(=O)c2ccncc2)cc1	i	-3.4
CCOC(=O)c1ccc(NC(=O)NNC(=O)CCc2ccc(OC)cc2)cc1	i	0.23
CN(C)S(=O)(=O)c1cccc(NC(=S)N/N=C/c2cccc(O)c2)c1	i	-0.54

Compounds listed so far with a COOH group, in the order listed:
SMILES	KCNQ2 block	Kir21 inh
COc1cc2c(cc1OC)C(C)N(C(=O)c1nccnc1C(=O)O)CC2 (stereo not given)	i	-0.08
COc1cc(/C=C/C(=O)O)cc(S(=O)(=O)Nc2ccc(F)cc2)c1OC	i	0.41
COc1ccc(/C(C)=N/Nc2ccc(C(=O)O)cc2)c(OC)c1	i	-1.1
O=C(O)CSCNC(=O)CC12CC3CC(CC(C3)C1)C2	i	-1.5

New compounds follow.
SMILES	KCNQ2 block	Kir21 inh
OC1(C(F)(F)F)CC(c2ccc3ccccc3c2)=NO1 (stereo not given)	i	0.62
O=S(=O)(NCCS(=O)(=O)N1CCN(c2ccccc2)CC1)c1ccc(F)cc1	i	-0.47
Nc1ccc(Nc2ccc([N+](=O)[O-])cc2[N+](=O)[O-])cc1	i	-0.08
COc1cccc2cc(C(=O)Nc3ccc(F)cc3)c(=Nc3ccc(C(=O)O)cc3)oc12	i	-1.3
COc1ccccc1N1CCN(S(=O)(=O)c2cc3[nH]c(=O)c(=O)[nH]c3cc2C)CC1	i	-1.9
COc1ccc(NC(=O)CSc2nc3nc(C)cc(C)c3c(=O)[nH]2)cc1	i	0.22
O=C(NCc1ccccc1)C(c1ccco1)N(C(=O)c1ccccn1)c1ccccc1 (stereo not given)	i	0.78
O=C(O)c1ccc(CNCc2cccc(Cl)c2)cc1	i	-0.35
Cc1ccc(S(=O)(=O)N2CCN(C3CC(=O)N(Cc4ccccc4)C3=O)CC2)cc1C (stereo not given)	i	0.9
COc1ccc(C(=O)NC(C)c2cc(OC)c(OC)cc2Br)cc1 (stereo not given)	i	1.6
C=CCSc1nc(Oc2ccccc2)c2sccc2n1	i	1.9
CCN(CC)S(=O)(=O)c1cc(C(=O)OC)ccc1Cl	i	0.85
COc1cccc(NC(=O)CN(C)C(=O)c2ccccc2CCc2ccccc2)c1	i	0
COc1cc(CCC(=O)NCc2ccc3c(c2)OCO3)cc(OC)c1OC	i	-0.66
COC(=O)c1[nH]c2cccc(C)c2c1NC(=O)CN1CCN(c2ccccc2OC)CC1	i	0.25
COc1ccc(CNC(=O)Nc2cccc(C)c2)cc1	i	1
CC(C)CC(=O)Nc1ccc2c(c1)nc(CCN1CCCCC1)n2C	i	0.18
Cc1cc(C)cc(NC(=O)CSc2nc(CSc3ccc(Cl)cc3)cc(=O)[nH]2)c1	i	0.37
CCOC(=O)c1c(C)n(C)c2ccc(OC)c(NC(=O)CN3CCN(Cc4ccccc4)CC3)c12	i	-1.8
CCOc1ccc(CCNC(=O)c2cccs2)cc1OCC	i	-1.3
CC(=O)N/C(=N/c1nc(C)cc(C)n1)Nc1ccc(C)cc1Cl	i	1.6
O=C(/C=C/c1ccccc1)N/C(=C/c1ccccc1)C(=O)NCCO	i	0.34
CCOC(=O)CSc1nc2c(sc3ccccc32)c(=O)n1CCCN1CCOCC1	i	-0.87
O=C(N/C(=C\c1cccnc1)C(=O)N1CCC(O)CC1)c1ccccc1	i	-0.96
CC(=O)Nc1ccc(CN2CCN(Cc3ccc(C)cc3)C(CCO)C2)cc1 (stereo not given)	i	0.36

With a hit mark in Kir21 inh (from the list above):
SMILES	KCNQ2 block	Kir21 inh
Clc1cccc2c1Sc1ccccc1CC2N1CCNCC1 (stereo not given)	-7.9*	-9.7*

Additional compounds.
SMILES	KCNQ2 block	Kir21 inh
CC(C)N(c1ccccc1)c1ccc(NC(=O)COC(=O)CCN2C(=O)c3cccc([N+](=O)[O-])c3C2=O)cc1	i	0.54
CCOC(=O)C1CCCN(C/C=C/c2ccccc2)C1 (stereo not given)	i	1.3
CC(=O)Nc1cccc(NC(=O)Cc2ccc3ccccc3c2)c1	i	-0.69
Cc1onc(-c2ccccc2Cl)c1C(=O)NCc1ccc(S(N)(=O)=O)cc1	i	1.3
Cc1ccc2[nH]c(=O)c(CN(CCc3ccccc3)Cc3nnnn3CC3CCCO3)cc2c1 (stereo not given)	i	-1.8
Cc1ccc(CNC(=O)CSc2nc3ccccc3c(=O)n2CCCO)cc1	i	-2.8
CCCCn1c(=O)c(C(=O)N/N=C/c2ccc(F)cc2)c(O)c2ccccc21	i	-1.1
O=C(Cn1c(C2CC2)nc2ccccc2c1=O)Nc1ccc(Br)cc1	i	-0.03
CN(CC(=O)NC(=O)NCc1ccco1)Cc1nc2ccccc2c(=O)[nH]1	i	0.8
O=C(CCc1nc2ccccc2c(=O)[nH]1)N1CCN(S(=O)(=O)c2ccccc2Br)CC1	i	0.06
CC(C)CN(C(=O)CCCOc1ccc(Cl)cc1Cl)c1c(N)n(Cc2ccccc2)c(=O)[nH]c1=O	i	0.36
Cc1ccnc(NC(=O)C2CCN(S(=O)(=O)c3cccc(C(F)(F)F)c3)CC2)c1	i	-0.49
COc1cccc(/C(O)=C2/C(=O)C(=O)N(c3ccccn3)C2c2ccc(OC)c(OC)c2)c1 (stereo not given)	i	-1.3
Cc1ccc(-c2nnn(CC(=O)N3CCCCC3)n2)c(-n2cnnn2)c1	i	-1.9
CCCNc1sc(S(=O)(=O)CCC)nc1S(=O)(=O)c1ccc(C)cc1	i	-1.6
C=CCN=C1SCC(=O)N1S(=O)(=O)c1ccccc1	i	-1.6
Cc1ncoc1C(=O)N1CCCC(N2CCN(c3cccc(C(F)(F)F)c3)CC2)C1 (stereo not given)	i	-0.61
COc1ccc(-c2csc3ncnc(N4CCN(C(=O)c5ccco5)CC4)c23)cc1	i	0.9
